Screens as filed in PubChem BioAssay.
ELG1 DNA repair: qHTS screen for small molecules that inhibit ELG1-dependent DNA repair in human embryonic kidney (HEK293T) cells expressing luciferase-tagged ELG1. HEK293T ELG1-luciferase reporter, luminescence, 16 h; DNA damage induced by 5-fluorouridine. Potency, µM (highest dose often 46.1 µM), without a hit: top-dose activity change, negative = inhibition, hits mostly inhibitors. 330,000 tested, 2.3% active. AID 504467, 2011; further: potency means the concentration at half of the fitted maximal effect; on the % scale 0 is the no-effect control and ±100 the full control effect; nearly all actives have a fitted effect of over 55% in size
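DMSO vehicle served as the neutral condition. Each well held 2,000 cells given 5-fluorouridine plus compound; after 16 hr at 37 °C/5% CO2, ONE-Glo was added and luciferase measured 30 min later.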
Tb PFK inh: qHTS Assay to Find Inhibitors of T. brucei phosphofructokinase; T. brucei PFK, ADP-Glo luminescence; ATP-dependent 6-phosphofructokinase (Trypanosoma brucei brucei), O15648; Potency, µM (series often up to 57.5 µM), inactives show top-dose activity, negative = inhibition, most hits filed as inhibitors; 330,000 tested, 0.17% active;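 further: potency means the concentration at half of the fitted maximal effect; 0% = uninhibited 1x PFK enzyme wells and -100% = no-enzyme wells; nearly all actives have a fitted effect of over 60% in size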
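1.25 nM PFK with 0.5 mM F6P and 0.1 mM ATP in 0.1 M TEA pH 8.0, 5 mM MgCl2, incubated 45 min at room temperature; ADP measured by ADP-Glo luminescence; compounds titrated up to 57 uM.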
TSG101-PTAP inh: qHTS Assay for Iinhibitors of HIV-1 Budding by Blocking the Interaction of PTAP/TSG101. Tumor susceptibility gene 101 protein (Homo sapiens), Q99816. Fluorescence polarization, FITC-PTAP peptide / Tsg101 binding. Potency, µM (highest dose often 115 µM), inactives show at the top dose activity change, negative = inhibition, hits mostly inhibitors. 340,000 tested, under 10 active. AID 493005, 2010; active means well fitted inhibition curve with a large enough effect in the main read-out, with a control signal flat, not every such curve was filed as active; inconclusive means small, poorly fitted or top-dose-only effect, or effect the other way, or a change in a side signal; inactive means no such curve, though single readings can be large or run the other way; further: potency means the concentration at half of the fitted maximal effect; % of control where 0% means no effect
Target sequence (Q99816 whole entry, looked up): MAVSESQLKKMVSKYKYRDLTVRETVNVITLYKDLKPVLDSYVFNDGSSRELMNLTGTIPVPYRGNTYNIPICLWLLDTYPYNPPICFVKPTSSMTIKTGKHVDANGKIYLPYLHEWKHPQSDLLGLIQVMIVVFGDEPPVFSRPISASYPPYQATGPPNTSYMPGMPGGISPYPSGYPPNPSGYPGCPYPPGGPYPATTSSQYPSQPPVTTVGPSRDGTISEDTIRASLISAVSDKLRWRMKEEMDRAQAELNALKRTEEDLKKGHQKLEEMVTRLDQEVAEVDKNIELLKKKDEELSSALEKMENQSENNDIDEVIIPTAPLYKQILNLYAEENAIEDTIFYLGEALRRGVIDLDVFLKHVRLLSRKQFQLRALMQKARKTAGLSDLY
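FP read-out: FITC-PTAP peptide, 50 nM final, binding Tsg101 binding domain, 10 uM final; 20 min, r.t.; 10 mM HEPES pH 7.5, 0.15 M NaCl, 0.01% Tween 20, 3 mM EDTA, 0.1 mM TCEP.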
Chronic BCR inh: qHTS Assay to Find Inhibitors of Chronic Active B-Cell Receptor Signaling. ABC-DLBCL IkBa-CBG/CBR reporter, luminescence ratio, 4 h. 340,000 tested, 0.05% active. Potency, µM (series often up to 46.1 µM), for the others: top-dose ratio change, negative = lower green/red ratio, actives largely listed as inhibitors; active means well fitted inhibition curve with a large enough effect in the signal ratio, with a control signal flat, not every such curve was filed as active; inconclusive means small, poorly fitted or top-dose-only effect, or effect the other way, or a change in a side signal; the % refers to the signal ratio;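 further: potency means the concentration at half of the fitted maximal effect; plate controls were basal doxycycline-induced cells for no effect and cells given 10 µM MG132 for full effect; MG132 reads +100%, hits lower the ratio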
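Cell line TMD8 (human ABC DLBCL), stably expressing tet-inducible CBG68-IkBa fusion and CBR; IMDM/0.5% FBS; cpd up to 46 uM; dox induction, 4 h, 37C/5% CO2; dual luminescence; green/red ratio; MG132 control.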
ASM inhibitor: Inhibitors of Secretory Acid Sphingomyelinase (S-ASM): qHTS | Sphingomyelin phosphodiesterase (Homo sapiens), P17405 | 340,000 tested, 0.006% active | placental ASM, HMU-PC fluorogenic substrate, 60 min | Potency, µM (highest dose often 57.5 µM), inactives show at the top dose activity change, negative = inhibition, actives largely listed as inhibitors; further: potency means the concentration at half of the fitted maximal effect
Target sequence (P17405 47-631 limits assumed): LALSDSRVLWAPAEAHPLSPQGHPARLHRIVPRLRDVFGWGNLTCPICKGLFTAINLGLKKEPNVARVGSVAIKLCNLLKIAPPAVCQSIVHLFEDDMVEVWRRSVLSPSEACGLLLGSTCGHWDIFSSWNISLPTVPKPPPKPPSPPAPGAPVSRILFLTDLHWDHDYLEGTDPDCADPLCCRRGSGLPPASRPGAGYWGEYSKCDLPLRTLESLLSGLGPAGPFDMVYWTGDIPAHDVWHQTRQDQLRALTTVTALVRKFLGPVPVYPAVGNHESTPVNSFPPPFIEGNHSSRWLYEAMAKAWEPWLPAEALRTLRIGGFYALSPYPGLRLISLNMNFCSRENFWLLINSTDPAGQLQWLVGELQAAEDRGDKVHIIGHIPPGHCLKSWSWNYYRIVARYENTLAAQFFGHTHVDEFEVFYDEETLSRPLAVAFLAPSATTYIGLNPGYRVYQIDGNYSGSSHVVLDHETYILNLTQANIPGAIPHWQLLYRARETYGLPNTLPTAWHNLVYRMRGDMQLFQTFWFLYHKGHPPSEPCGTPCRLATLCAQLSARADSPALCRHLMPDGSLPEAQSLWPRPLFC
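Fluorescence read-out (Ex 386 nm, Em 447 nm) after stopping the reaction at pH 10. Enzyme: ASM from human placenta; substrate HMU-PC0, 9 uM final; 60 min, 37 °C. Compound preincubation 10 min, ambient temperature.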
Mito fusion yeast: qHTS Assay for Small Molecule Inhibitors of Mitochondrial Division or Activators of Mitochondrial Fusion; S. cerevisiae fusion-defective mutant growth rescue, CellTiterGlo 48 h; Potency, µM (top dose mostly 46.1 µM), for inactives: top-dose growth rescue (activation), actives largely listed as activators; 320,000 tested, 0.23% active; AID 485298, 2010;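 further: potency means the concentration at half of the fitted maximal effect; % of control where 0% means no effect; nearly all actives have a fitted effect of over 45% in size; temperature-sensitive fusion mutants such as fzo1-1 at 37 °C on non-fermentable ethanol glycerol medium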
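Compounds are tested for their ability to restore growth of mitochondrial fusion-defective yeast strains at non-permissive 37C in YPEG medium over 48 hours. Viability is quantified by luciferase luminescence.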
Eya2 phos inh: qHTS Assay for Inhibitors of the Phosphatase Activity of Eya2 | Protein phosphatase EYA2 (Homo sapiens), O00167 | recombinant Eya2, OMFP fluorescence dephosphorylation (OMFP is methylfluorescein phosphate) | Potency, µM (top dose mostly 76.9 µM), without a hit: top-dose activity, negative = inhibition, usual class: inhibitors | 330,000 tested, 0.006% active | AID 488837, 2010; further: potency means the concentration at half of the fitted maximal effect; on the % scale 0 is the no-effect control and ±100 the full control effect
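Eya2 (0.2 uM) preincubated 10 min at ambient with compound, then OMFP substrate added at 50 uM; 10 min reaction in 50 mM HEPES pH 7.5, 50 mM NaCl, 5 uM MgCl2, 0.05% BSA, 1 mM DTT. Fluorescence read at Ex 485/Em 525 nm.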
AT treatment: qHTS Assay for Identifying a Potential Treatment of Ataxia-Telangiectasia. […] A-T fibroblasts, KAP-1 phosphorylation AlphaLISA; neocarzinostatin DNA damage 30 min before lysis. Potency, µM (top dose mostly 57.5 µM), without a hit: at the top dose activation, hits mostly activators. 320,000 tested, 0.19% active. AID 485349, 2010; further: potency means the concentration at half of the fitted maximal effect; % of control where 0% means no effect; nearly all actives have a fitted effect of over 45% in size
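ATM-like activity read as KAP-1 phosphorylation via AlphaLISA donor/acceptor antibody pairs after lysis and 6 hr at 25C. Cells were ATM-null patient fibroblasts ([…], hTERT), dosed 60 min, then exposed to the DSB inducer NCS for 30 min.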
a7 integrin act: qHTS for Activators of Integrin-Mediated Alleviation for Muscular Dystrophy; 350,000 tested, 0.064% active; Potency, µM (series often up to 38.3 µM), for inactives: at the top dose activation, actives largely listed as activators; alpha7betagal myoblasts, beta-gal FDG fluorescence, 48 h;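 further: potency means the concentration at half of the fitted maximal effect; 100% = response of the positive control SU9516; nearly all actives have a fitted effect of over 60% in size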
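alpha7betagal+/- myoblasts (passage 13, 250/well) treated 48 h at 37C with compounds at 1:260 dilution of DMSO stock. Lysed, then beta-galactosidase activity read as FDG fluorescence (ex 480/em 540) after 30 min, with pre-read for autofluorescence.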
TCR act: Activators of T cell receptors: qHTS campaign | primary human leukocytes, anti-CD3, IL-2 HTRF, 48 h | AID 504894, 2011 | Potency, µM (titrated, usually from 9.22 µM), without a hit: top-dose activation of IL-2 secretion, most hits filed as activators | 330,000 tested, under 10 active; further: % of control where 0% means no effect
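IL-2 release read by HTRF sandwich (Eu cryptate donor, d2 acceptor, 665 nm emission) after 48 hr exposure of primary human leukocytes to compound together with anti-CD3 beads in the absence of co-stimulatory signals.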
TSHR antag: Antagonists of the Thyroid Stimulating Hormone Receptor: HTS campaign; activity change, negative = inhibition, % at 11.5 µM; 330,000 tested, 0.2% active; TSHR-expressing cells, TSH-stimulated cAMP HTRF, 2 h; stronger effect = lower value;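 active means activity change below a set negative limit, meaning inhibition stronger than a set level, cut at about -70% in these data; inconclusive means activity change between two set negative limits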; further: on the % scale 0 is the no-effect control and ±100 the full control effect
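Competitive HTRF cAMP read-out (cryptate anti-cAMP antibody, cAMP-d2; 30 min, room temperature) in freshly harvested TSHR cells. Compounds added before TSH at EC80 (4nM final), followed by 2 hours' incubation at 37 deg C.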
* marks the source's active call; other numbers are inactive results; i = inactive; ? = inconclusive; · = no result given; [ ] = dose if it differs, or a comment. Unless noted, the call rests on the fitted dose curve; in most records, active means well fitted curve in the direction sought with a large enough effect; inconclusive means small, poorly fitted or top-dose-only effect, or another doubt; inactive means no such curve, though single readings can be large; an effect the other way counts as inactive or inconclusive.

entry	SMILES	ELG1 DNA repair	Tb PFK inh	TSG101-PTAP inh	Chronic BCR inh	ASM inhibitor	Mito fusion yeast	Eya2 phos inh	AT treatment	a7 integrin act	TCR act	TSHR antag
1	O=C(c1cc(COc2cccc(C(F)(F)F)c2)on1)N1CCSCC1	0%	-2%	·	-5%	-1%	1%	-11%	4%	-6%	2%	-1
2	O/C(=C\c1nc2ccccc2nc1/C=C(\O)c1ccccc1)c1ccccc1	?	-5%	-8%	?	25%	-1%	18%	7%	-20%	·	-17
3	CC1(C)Cc2c(sc(NC(=O)C(=O)NCC3CCCO3)c2C(=O)O)CO1 (stereo not given)	24%	1%	-6%	0%	4%	-5%	9%	-2%	15%	-8%	1
4	O=C1NC(NS(=O)(=O)c2ccc(Cl)cc2)(C(F)(F)F)C(=O)N1Cc1cccnc1 (stereo not given)	7%	5%	-1%	3%	5%	3%	5%	-4%	-9%	-3%	7
5	CC(C)NC(=O)Cn1cc(C#N)c2cc(Br)ccc21	10%	-1%	0%	1%	2%	0%	5%	4%	0%[7.66 µM]	·	9
6	O=C(c1ccc(Br)o1)N1CCN(CCc2ccncc2)CC1	-13%	1%	-2%	3%	1%	8%	-20%	7%	27%	4%	13
7	O=c1c2cnn(-c3ccccc3)c2ncn1Cc1ccccn1	?	-2%	1%	11%	5%	-3%	9%	·	40%	13%	5
8	Cc1cccc(C)c1NC(=O)N1CCN(c2nc3ccccc3s2)CC1	19%	1%	0%	?	1%	20%	-1%	4%	2%	·	-21
9	O=C(COc1ccc2c(-c3ccccc3)cc(=O)oc2c1)Nc1ccc(CCO)cc1	?	1%	1%	-16%	2%	-7%	5%	6%	-8%	4%	-39
10	CCOC(=O)c1c(NC(=O)C(=O)N/N=C(\C)c2ccc(OC)cc2)sc2c1CCCCC2	-15%	3%	-1%	4%	-3%	-1%	-1%	-4%	24%	-6%[46.1 µM]	-8
11	O=C(Cc1ccc(F)cc1)NCCc1cnc[nH]1	3%	-7%	-5%	1%	3%	8%	8%	4%	?	-6%	-2
12	O=C(NCCc1c[nH]c2ccccc12)c1cncc(Br)c1	?	-3%	-3%	-1%	-5%	·	-1%	10%	-8%	1%	-9
13	COCC(=O)N1CCC(Oc2ccc(C(=O)N3CCSCC3)cc2)CC1	-1%	-7%	1%	1%	·	2%	-6%	-11%	-6%	-4%	5
14	Cc1cc(SCC(=O)NN=C2CCN(C(C)C)CC2)c(C)cc1Br	-1%	-4%	-1%	-1%	3%	-6%	-11%	0%	14%	1%[46.1 µM]	2
15	O=C(O)COc1ccccc1/C=N/Nc1ccc(S(=O)(=O)N2CCOCC2)cc1[N+](=O)[O-]	-7%	6%	-2%	0%	4%	-3%	1%	-22%	38%	-1%	18
16	CCOC(=O)c1c(CSC(=N)N)n(-c2ccccc2)c2cc(Br)c(OC(C)=O)cc12	?	-3%	0%	0%	-10%	4%	-14%	-9%	?	-1%	-5
17	Fc1ccccc1N1CC(c2ccccc2)C(c2cccs2)=N1 (stereo not given)	-4%	3%	-9%	?	i	9%	19%	18%	26%	·	-4
18	CCN(CC(=O)Nc1ccc(OC)cc1)CC(=O)Nc1cccc(C#N)c1	8%	5%	0%	-14%	5%	6%	3%	32%	-20%	11%	6
19	CCC(C)NC(=O)c1cnn2c1NC(c1cccs1)CC2C(F)(F)F (stereo not given)	0%	-3%	-6%	4%	1%	2%	-17%	-1%	-11%	5%	11
20	Cc1ccc(NC(=O)CSc2nnc(N)s2)cc1S(=O)(=O)N1CCOCC1	20%	-3%	-4%	?	6%	-10%	3%	-5%	16%	5%	1
21	NC(=O)NCc1ccccc1Cl	-4%	-2%	-2%	6%	0%	-18%	6%	6%	0%	0%	-5
22	CC1CCN(CCCNC(=O)c2ccc3c(=O)n(CCc4ccccc4)c(=O)[nH]c3c2)CC1	?	0%	-6%	4%	59%[activator]	4%	9%	1%	-26%	·	-9
23	CCOC(=O)Cn1c(=O)cc(C)c2ccccc21	15%	-1%	1%	0%	5%	-2%	5%	0%	-16%	-7%	5
24	CC(=O)Nc1ccc(C(=O)OCC(=O)Nc2c(C)n(C)n(-c3ccccc3)c2=O)cc1	?	-6%	-3%	1%	0%	·	-13%	1%	-39%	-4%	-4
25	CC(C)N1C(=O)C(=O)N(CC(=O)N2CCc3ccccc32)C1=O	8%	0%	0%	0%	2%	-7%	2%	-4%	?	59%	0
26	O=C(NCC1CCCO1)c1ccccc1-c1nc(-c2ccccc2F)no1 (stereo not given)	7%	3%	-2%	0%	1%	-5%	0%	2%	-33%	6%	-5
27	COc1ccc(/C=N/NC(=O)CCn2nc(C)cc2C)cc1	?	0%	-1%	-3%	-2%	-2%	-1%	?	18%	7%	13
28	CC(=O)c1cccc(NC(=O)c2ccc(-c3ccccc3[N+](=O)[O-])o2)c1	?	18%	0%	0%	-4%	?	4%	5%	-24%	-6%[46.1 µM]	-26
29	Cc1ccc(S(=O)(=O)/N=C(/Nc2ccccn2)c2ccc(Cl)cc2)cc1	16%	0%	-5%	17%	0%	14%	-3%	3%	1%	2%[46.1 µM]	8
30	COc1ccc(CCNC(=O)C23CCC(C)(C(=O)C2=O)C3(C)C)cc1OC (stereo not given)	5%	18%	-2%	3%	1%	2%	4%	-3%	21%	·	13
31	Cc1ccc(S(=O)(=O)c2cc3c(=O)n4ccccc4nc3n(CCc3ccccc3)c2=N)cc1	?	-1%	-21%	-8%	2%	4%	10%	-2%	?	-1%	10
32	COc1ccc(C(=O)Nc2ccc3c(c2)nc(CN2CCN(C(C)=O)CC2)n3C)cc1	2%	-6%	0%	-26%	1%	0%	0%	-2%	14%	5%	14
33	O=C(COC(=O)c1ccccc1O)Nc1cccc2ccccc12	?	1%	1%	?	0%	-1%	-6%	-1%	?	-6%	-3
34	COc1ccc(C(=O)Nc2ccccc2)cc1S(=O)(=O)Nc1cc(C)on1	2%	-5%	-8%	-9%	-2%	-5%	0%	0%	31%	-3%	5
35	O=C(Cc1ccccc1)Nc1ccc(S(=O)(=O)N2CCOCC2)cc1	-1%	-4%	0%	-2%	0%	-5%	0%	14%	-20%	-8%	-2
36	CCOc1cc(/C=C2/SC(=S)N(Cc3ccccc3)C2=O)ccc1O	12%	0%	7%	?	-28%	3%	?	11%	0%	2%	-9
37	Cc1ccc(S(=O)(=O)CC(=O)NC(C)c2ccccc2)cc1 (stereo not given)	-7%	-7%	2%	4%	4%	1%	12%	10%	?	5%	7
38	CCCCNC(=O)CSc1nnc(Cc2ccccc2)n1CC	0%	-1%	-2%	26%	6%	-4%	-2%	·	3%	3%[46.1 µM]	-14
39	COc1ccc(-c2c(C)nn3c(NC4CCCC4)cc(C)nc23)cc1OC	?	-7%	-5%	?	5%	?	-6%	?	-22%	5%	5
40	C=CCSc1ncccc1C(=O)NCc1ccc(C)cc1	-10%	1%	-4%	?	0%	-7%	-3%	6%	-15%	0%	10
